Mtb RmlCD inh: M. tuberculosis RmlC/RmlD coupled enzyme inhibitors, primary screen, biochemical, compound mixtures, 384-well, from 1536-well plates; dTDP-4-dehydrorhamnose reductase (Mycobacterium tuberculosis (strain ATCC 25618 / H37Rv)) …; RmlC+RmlD coupled enzyme assay, percent inhibition; primary screen in compound mixtures; inhibition, % at 3.6 µM; 160,000 tested, 0.03% active; in the data active = inhibition mostly above about 34%, no sharp cut-off; note: some results filed as inactive read as strong as hits
Target sequence (P9WH09 whole entry, looked up): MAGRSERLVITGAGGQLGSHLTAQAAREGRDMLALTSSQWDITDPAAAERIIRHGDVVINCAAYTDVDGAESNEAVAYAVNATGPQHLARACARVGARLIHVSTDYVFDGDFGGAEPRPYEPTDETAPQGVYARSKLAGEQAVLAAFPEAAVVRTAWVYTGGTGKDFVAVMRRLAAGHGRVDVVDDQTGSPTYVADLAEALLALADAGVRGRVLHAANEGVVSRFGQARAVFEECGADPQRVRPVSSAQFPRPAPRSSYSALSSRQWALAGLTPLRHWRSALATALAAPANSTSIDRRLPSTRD
Target sequence (P9WH11 whole entry, looked up): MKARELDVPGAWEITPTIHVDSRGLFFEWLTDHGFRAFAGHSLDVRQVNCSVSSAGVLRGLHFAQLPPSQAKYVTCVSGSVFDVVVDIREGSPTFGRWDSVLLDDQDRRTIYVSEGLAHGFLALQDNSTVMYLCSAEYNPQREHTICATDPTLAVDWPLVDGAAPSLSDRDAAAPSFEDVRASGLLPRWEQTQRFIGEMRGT
M. tuberculosis GlmU: inhibition of mycobacterial GlmU enzyme – biochemical, glucosamine-1-phosphate acetyltransferase (AID 1376) | inhibition, %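 (tested at 30 µM in the primary screen)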, or IC50 in µM where a hit was titrated | M. tuberculosis GlmU acetyltransferase enzyme assay; higher % means a stronger effect | Bifunctional protein GlmU (Mycobacterium tuberculosis (strain ATCC 25618 / H37Rv)) | 220,000 tested, 0.25% active; in the data active = inhibition above about 13%;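 note: 0% = complete reaction with vehicle and 100% = reaction without substrate; strong numbers were not always called active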
Starred values were filed as active, the others as inactive; . = not tested or not shown. Not all compounds are listed; rates above refer to the full screens.

SMILES	Mtb RmlCD inh	M. tuberculosis GlmU
CCCCC[n+]1ccn(-c2nc3ccccc3nc2[N-]S(=O)(=O)c2ccccc2)c1	5	-0.9%
N#CC(C#N)=Cc1ccccc1OCc1ccccc1	-7	8.6%
COc1cccc(C(=O)NC(=O)Nc2cc(C)on2)c1	10	2.3%
COc1ccc2cc(C(=O)C3CCCN(C(=O)CSc4nnc(C)o4)C3)ccc2c1 (stereo not drawn)	14	4.5%
O=[N+]([O-])c1ccc(Cl)c(/C=N/N2CCN(Cc3ccccc3Cl)CC2)c1	.	8.0%
O=C(Nc1ccc(NC(=O)c2ccco2)cc1)c1ccc2c(c1)OCCO2	-9	0.6%
CN=C(Nc1ccccc1OC)SC1CC(=O)N(c2ccc(C(=O)OC)cc2)C1=O (stereo not drawn)	6	1.3%
CN(C)S(=O)(=O)c1ccc(NC(=O)Cc2ccc(S(=O)(=O)N3CCOCC3)s2)cc1	.	-2.5%
O=C(Nc1ccc(Cl)cc1)/C(=C/c1ccc([N+](=O)[O-])cc1)c1nc2ccccc2s1	.	-3.5%
Cc1csc(N)n1	.	2.8%
Cc1cnc(NC(=O)CSc2nnc(C)s2)s1	.	-1.7%
COC(=O)Cc1ccc(N(Cc2ccccc2F)S(=O)(=O)c2ccc(Br)cc2)cc1	.	-1.8%
CCOc1ccccc1/C=C(/NC(=O)c1ccccc1)C(=O)N(CC)CC	2	-7.2%
Cc1oc2ccc(OC(=O)c3cccs3)cc2c1C(=O)OC(C)C	.	1.1%
CCOc1cccc(C(=O)Nc2ccc3oc(-c4cccnc4)nc3c2)c1	-4	0.8%
CCOC(=O)c1ccc(Nc2nnc(C(C)(C)C)c(=O)[nH]2)cc1	7	-0.3%
COc1ccc(C(C[N+](=O)[O-])c2c(C)cc3ccccn23)cc1 (stereo not drawn)	-12	-2.8%
O=C(Cn1[nH]c(=O)c2ccccc2c1=O)OCC(=O)N(Cc1ccccc1)Cc1ccccc1	7	-0.2%
CNc1ccc2nnc(C(F)(F)C(F)(F)C(F)(F)F)n2n1	-7	2.6%
O=c1[nH]c(CS(=O)(=O)c2ccccc2)nc2ccccc12	.	-1.3%

2 entries drawn at random from those above:
SMILES	Mtb RmlCD inh	M. tuberculosis GlmU
Cc1oc2ccc(OC(=O)c3cccs3)cc2c1C(=O)OC(C)C	.	1.1%
COc1cccc(C(=O)NC(=O)Nc2cc(C)on2)c1	10	2.3%

The list continues.
SMILES	Mtb RmlCD inh	M. tuberculosis GlmU
COc1ccc(C2CC(c3cccs3)=NN2C(=O)c2ccco2)cc1OC (stereo not drawn)	.	6.0%
CCOC(=O)/C(C#N)=C1\CC2CCC1(C)C2(C)C (stereo not drawn)	1	-7.2%
FC(F)(F)c1cccc(CN2CCC(c3cc(-c4cccs4)n[nH]3)CC2)c1	7	-0.7%
O=C(CSCc1ccco1)c1ccc(Cl)s1	-4	5.5%
O=C(NC(=S)Nc1nc(-c2ccccc2)cs1)c1cccnc1	-7	0.3%
Cc1cc(C)c(NC(=O)COC(=O)Cc2ccsc2)c(C)c1	-7	3.7%
O=C(NCc1cccs1)N[C@@H](Cc1ccccc1)C(=O)O	.	2.1%
CC(=O)Nc1ccccc1OCc1nnc(-c2cccs2)o1	.	2.1%
CCN(CC)CC(C)OC(=O)c1ccccc1Cl (stereo not drawn)	-12	5.0%
O=C(c1cc(-c2cccs2)on1)N1CCCc2ccccc21	2	2.9%
CC[C@H]1CC2CN3CCc4c([nH]c5ccccc45)C(C(=O)OC)(C2)C13 (stereo partly drawn)	.	3.0%
Cc1ccc(S(=O)(=O)NC(Cc2c[nH]c3ccccc23)C(=O)O)cc1 (stereo not drawn)	.	2.3%
COCCN(C(=S)Nc1ccc(OC)cc1)C1CCN(C(C)C)CC1	.	2.1%
O=C(NC(NCc1ccccc1)C(Cl)(Cl)Cl)c1cccnc1 (stereo not drawn)	.	-3.0%
COc1ccc(C)cc1NC(=O)C(Sc1nnc2ccccn12)c1ccccc1 (stereo not drawn)	.	6.8%
O=C(CSc1nncs1)NCc1ccc(F)cc1	3	4.2%
O=C(O)CCn1c(=S)oc2ccccc21	.	-4.2%
CC(=O)NC(=S)Nc1ccc(-c2nc3ccc(C)cc3s2)cc1	5	-0.4%
Cc1cccc(N2CN=C3SCC(=O)N3C2)c1	-7	2.6%
COc1cccc(CN2CCN(c3cccc(C(F)(F)F)c3)CC2)c1OC	0	5.3%

Rewritten as comma-separated lines: part of the list above.
molecule,Mtb RmlCD inh,M. tuberculosis GlmU
COc1ccc(C2CC(c3cccs3)=NN2C(=O)c2ccco2)cc1OC (stereo not drawn),.,6.0%
CCOC(=O)/C(C#N)=C1\CC2CCC1(C)C2(C)C (stereo not drawn),1,-7.2%
FC(F)(F)c1cccc(CN2CCC(c3cc(-c4cccs4)n[nH]3)CC2)c1,7,-0.7%
O=C(CSCc1ccco1)c1ccc(Cl)s1,-4,5.5%
O=C(NC(=S)Nc1nc(-c2ccccc2)cs1)c1cccnc1,-7,0.3%
Cc1cc(C)c(NC(=O)COC(=O)Cc2ccsc2)c(C)c1,-7,3.7%
O=C(NCc1cccs1)N[C@@H](Cc1ccccc1)C(=O)O,.,2.1%
CC(=O)Nc1ccccc1OCc1nnc(-c2cccs2)o1,.,2.1%
CCN(CC)CC(C)OC(=O)c1ccccc1Cl (stereo not drawn),-12,5.0%
O=C(c1cc(-c2cccs2)on1)N1CCCc2ccccc21,2,2.9%
CC[C@H]1CC2CN3CCc4c([nH]c5ccccc45)C(C(=O)OC)(C2)C13 (stereo partly drawn),.,3.0%
Cc1ccc(S(=O)(=O)NC(Cc2c[nH]c3ccccc23)C(=O)O)cc1 (stereo not drawn),.,2.3%
COCCN(C(=S)Nc1ccc(OC)cc1)C1CCN(C(C)C)CC1,.,2.1%
O=C(NC(NCc1ccccc1)C(Cl)(Cl)Cl)c1cccnc1 (stereo not drawn),.,-3.0%

More records:
SMILES	Mtb RmlCD inh	M. tuberculosis GlmU
CC(=O)c1nnn(-c2ccc([N+](=O)[O-])cc2)c1C	2	6.1%
CCOC(=O)C1=C(c2ccccc2)N=C2SCC(=O)N2C1c1cccc(OC)c1 (stereo not drawn)	.	-0.2%
CCOC(=O)CCS(=O)(=O)c1nc(-c2ccccc2)cc(C(F)(F)F)n1	62	-0.9%
O=C(NNc1ccc(C(F)(F)F)cc1[N+](=O)[O-])c1ccc(NS(=O)(=O)c2ccc(F)cc2)cc1	4	1.1%
CSc1ccc(C(=S)N2CCN(C(c3ccccc3)c3ccccc3)CC2)cc1	4	3.3%
Cc1cc(C)nc(NC(=O)c2ccc3c(c2)OCO3)c1	22	3.1%
CC(C)CCn1nnnc1C(c1ccccc1F)N1CCC(C(N)=O)CC1 (stereo not drawn)	16	1.1%
COc1cc2c(cc1OC)C1=NC(=O)CN1C(SCc1ccc(C)cc1)=N2	-3	-4.6%
O=C1CCCN1c1ccc(S(=O)(=O)Oc2cccc(Cl)c2)cc1[N+](=O)[O-]	.	1.5%
CCCCn1nc2cc(C(=O)NCc3ccccc3)ccc2c1OCC	2	-1.2%
Cc1ccc(-c2csc3nnc(SCC(=O)NCc4ccc5c(c4)OCO5)n23)cc1	2	2.5%
C=C(C)CN(CC)C(=O)COc1ccc(S(=O)(=O)Nc2ccc(OC)cc2)cc1	0	6.0%
C=CCN=C1NN=C(c2cc(C)n(CCOC)c2C)CS1	2	-4.7%
Cc1ccc(/C=N/Nc2cccc3cccnc23)c(O)c1	2	-0.3%
COc1ccc(N2CCN(C(=O)Nc3ccc(S(=O)(=O)N(C)C)cc3)CC2)cc1	0	0.8%
N#CCCN(Cc1ccccc1)C(=S)NC(=O)c1ccccc1	-10	4.1%
CC(C)c1ccc2c(c1)C(c1cccs1)=NNC(c1ccncc1)=N2	2	-4.4%
O=C(COC(=O)Cc1ccsc1)Nc1ccc(S(=O)(=O)N2CCOCC2)cc1	-3	-0.4%
O=C(O)CCCN=CC1=C(O)C(C(=O)c2ccccc2)CCC1=O (stereo not drawn)	.	0.8%
CC(OCC(O)CN(C)CCOc1ccccc1)c1ccc(Cl)cc1 (stereo not drawn)	.	4.9%
CCOC(=O)C1CCN(C(=O)c2ccc(Oc3cc(Cl)cc(Cl)c3)o2)CC1	-13	0.0%
COC(=O)c1ccc2ncccc2c1	.	-1.4%
CCCCCCCCCn1ccc(=N)cc1	-6	-10%
CCOc1ccc(N(Cc2nnc3n2CCCCC3)C(=O)Nc2cccc(C)c2)cc1	-5	1.5%
CCc1ccc(-c2csc(NC(=O)C3CCCO3)c2C(=O)OC(C)C)cc1 (stereo not drawn)	9	2.9%
CCN(CC)CCN1C(=O)C(=O)/C(=C(/O)c2ccc(C)cc2)C1c1ccncc1 (stereo not drawn)	.	0.3%
Cc1noc(C)c1COc1ccc(C(=O)NCc2ccccn2)cc1	97	-3.6%
Cc1cc(C)c(C#N)c(SCS(=O)c2ccc(C(C)(C)C)cc2)n1 (stereo not drawn)	.	-0.5%
CC(C)Cn1c(=O)c2ccccc2c2ccccc2c1=O	2	-4.3%
COc1ccc(N(CC(=O)N/N=C/c2cccs2)S(=O)(=O)c2ccc(OC)c(OC)c2)cc1	8	-4.0%
O=C(O)CC/C(=N\NC(=O)CNC(=O)/C=C/c1ccccc1)c1ccccc1	4	-0.9%
CCCCN(CC(=O)NCCOC)C(=O)Cn1nnc2ccccc21	16	-2.3%
S=c1[nH]nc(Cc2ccccc2)n1-c1ccccc1	7	-2.7%
CCCOc1ccc(CN(CCC#N)C(=S)NC(=O)c2ccccc2)cc1	-1	1.4%
CCn1c(N)c(C(=O)NC)sc1=S	.	4.7%
CCC1(O)CC(C(=O)OC)=NN1C(=O)c1ccccc1 (stereo not drawn)	.	0.9%
Nc1nc2ccccc2n1C(=O)c1cccs1	5	-3.6%
CC(=O)OC(C)C(=O)NS(=O)(=O)c1ccc(C)cc1 (stereo not drawn)	-9	-1.9%
COc1ccc(CNC(=O)CN=C2NC(=O)C(c3ccccc3)(c3ccccc3)N2)cc1	.	-4.8%
O=C(CSc1nnc(CNc2cccc(C(F)(F)F)c2)n1Cc1ccco1)NCc1ccco1	.	-3.1%
Nc1nnc(SCC(=O)Nc2ccc(Cl)c(C(=O)O)c2)s1	-5	-0.4%
O=C(NCc1ccc(-c2csnn2)cc1)C1CC1	5	0.7%
Cc1cccc(N=c2c([N+](=O)[O-])nn(-c3ccc(Cl)cc3)n2O)c1	2	5.3%
COc1ccc(NC(=O)COC(=O)CNS(=O)(=O)c2ccc(F)c(F)c2F)cc1OC	7	1.0%
O=C(O)C1CC=CCC1C(=O)Nc1ccccc1C(=O)N1CCN(c2ccccc2)CC1 (stereo not drawn)	.	-1.3%
O=C(Cn1c(=O)oc2cc(S(=O)(=O)N3CCCC3)ccc21)N1CCN(c2ccccc2)CC1	14	4.5%
CCOC(=O)c1c(C)n(CC(O)CN2CCOCC2)c2cc(Br)c(OC)cc12 (stereo not drawn)	-6	-0.4%
O=C(COc1ccccc1)Nc1nccs1	-5	3.4%
Cc1noc(C)c1COc1ccc(C(=O)OCC(=O)N2CC3(C)CC2CC(C)(C)C3)cc1 (stereo not drawn)	.	-4.6%
Cc1ccc(N2C(=O)NC(=O)/C(=C\c3ccc(N4CCOCC4)cc3)C2=O)cc1	11	3.3%
Cn1cc([N+](=O)[O-])c(C(=O)Nc2ccn(Cc3c(F)c(F)cc(F)c3F)n2)n1	.	6.5%
Cc1ccc(C(=O)NC2CCS(=O)(=O)C2)cc1S(=O)(=O)N1CCOCC1 (stereo not drawn)	-8	1.6%
Cc1cccn2c(=O)c3cc(C(=O)NCCCN4CCCC4=O)n(C)c3nc12	11	3.8%
CN1CCN(C(=O)CCc2nc3ccccc3n2-c2ccccc2)CC1	6	-5.2%
CCOC(=O)Cc1nnc(NC(=O)CSc2nnc3c4ccccc4n(C)c3n2)s1	-6	10%
O=C(NCCN1C(=O)S/C(=C\c2cccnc2)C1=O)C1=NN(c2ccccc2)C(=O)CC1	4	1.0%
CCOCCCNS(=O)(=O)c1ccc(NC(=O)c2ccc([N+](=O)[O-])cc2Cl)cc1	-2	3.3%
O=C(CCC(=O)OCC(=O)c1ccccc1)Nc1cccc(Cl)c1	.	4.6%
COc1cc(C(NC(C)=O)NC(C)=O)ccc1OCc1ccccc1	10	-5.8%
Cc1c(C#N)c2ccccc2n1CC(=O)N1CCCC1	-8	1.3%

Remaining list, next part
SMILES	Mtb RmlCD inh	M. tuberculosis GlmU
COCCNC(=S)N1CCc2cc(OC)c(OC)cc2C1COc1ccc(C(C)C)cc1 (stereo not drawn)	1	3.0%
O=C(OCC1OC(n2ccc(=O)[nH]c2=O)C(O)C1OC(=O)c1ccccc1)c1ccccc1 (stereo not drawn)	7	-4.0%
COc1cc(NC(=O)c2cc(-c3cccnc3)nc3ccc(Br)cc23)cc(OC)c1	-10	-6.7%
Cn1c(NNC(=O)CCC2CCCCC2)cc(=O)n(C)c1=O	.	-6.0%
COc1ccc(C(=O)OCC(=O)NCCCc2ccccc2)cc1[N+](=O)[O-]	-8	-4.8%
COc1ccc2c(c1)c(/C=N/Nc1nc3ccccc3[nH]1)c(C)n2C	-5	.
Cc1cc(C)c(O)c(-c2n[nH]c3c2C(c2cccc(O)c2)N(Cc2ccco2)C3=O)c1 (stereo not drawn)	7	.
Cc1ccc(Cn2ccc(NC(=O)c3nn(C)cc3Cl)n2)cc1	-8	-0.2%
COc1ccc(NC(=O)c2cc(CC(C)C)on2)cc1OC	-4	6.0%
Cc1nc(-c2ccc3c(c2)OCCO3)cs1	.	-2.8%
COc1ccc(C2OCC3(O)C(c4ccc(OC)c(OC)c4)OCC23)cc1OC (stereo not drawn)	.	-4.4%
Cn1c(NCCCN2CCOCC2)nc2c1c(=O)n(Cc1ccc(Cl)c(Cl)c1)c(=O)n2C	4	-8.3%
CCCCC(CCC(=O)O)(C(=O)OCC)c1csc(N)n1 (stereo not drawn)	.	-0.2%
Cc1c(C(=O)O)oc2ccc(S(=O)(=O)N3CC(C)CC(C)C3)cc12 (stereo not drawn)	.	-2.0%

Source: PubChem
